PV pol inh = poliovirus RNA polymerase inhibition; P03300; poliovirus polymerase elongation, fluorescence polarization; hits give low values; % elongation, % (compound at 16.7 µg/mL); 0.66% of 150,000 active; in the data active = % elongation below about 90%; also: some results filed as inactive read as strong as hits
Target sequence (P03300 1749-2209 limits assumed): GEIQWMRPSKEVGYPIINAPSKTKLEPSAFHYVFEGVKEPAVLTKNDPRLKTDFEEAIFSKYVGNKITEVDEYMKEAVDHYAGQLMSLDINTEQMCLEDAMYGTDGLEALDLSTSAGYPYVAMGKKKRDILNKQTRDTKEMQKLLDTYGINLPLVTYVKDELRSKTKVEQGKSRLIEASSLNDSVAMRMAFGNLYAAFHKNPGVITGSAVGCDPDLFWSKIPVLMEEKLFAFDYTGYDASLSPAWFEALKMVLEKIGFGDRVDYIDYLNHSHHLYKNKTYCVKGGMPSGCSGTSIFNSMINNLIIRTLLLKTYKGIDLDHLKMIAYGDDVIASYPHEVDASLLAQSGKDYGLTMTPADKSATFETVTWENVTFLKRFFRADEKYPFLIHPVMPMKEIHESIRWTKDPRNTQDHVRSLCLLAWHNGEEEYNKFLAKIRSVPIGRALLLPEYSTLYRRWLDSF
PV pol inh FP z-score = recorded beside PV pol inh, whose call it bears; z-score; measured here: FP z-score; hits read low
Starred values were filed as active, the others as inactive.

SMILES | PV pol inh | PV pol inh FP z-score
CCOc1ccc(OCCSc2nc3ccccc3n2Cc2ccccc2)cc1 | 104.0 | 0.7
COc1ccc(-c2nc3scc(CCNS(=O)(=O)c4ccc(F)cc4C)n3n2)cc1 | 109.0 | 0.3
Cc1ccc(Cl)cc1NC(=O)CC(O)(C(F)(F)F)C(F)(F)F | 100.0 | 0
CC(=O)Nc1cccc(-c2nnc(SCC(=O)c3cc([N+](=O)[O-])ccc3Cl)o2)c1 | 105.0 | -0.1
O=C(Nc1ccnn1Cc1ccccn1)c1cccnc1Oc1ccccc1 | 100.0 | -0.5
O=C(c1c2c(nc3ccccc13)C(=O)N(C1CCCCC1)C2)N1CCN(c2ccc(F)cc2)CC1 | 107.0 | 0.2
COc1ccc(/C=C2/SC(=S)NC2=O)cc1COc1ccc(F)cc1F | 104.0 | 0.1
COc1ccc(S(=O)(=O)N2CCC(C(=O)N3CCCCCC3)CC2)cc1C | 100.0 | -0.1
COc1ccc(CN(C)C(=O)C2CC(=O)N(c3ccc4c(c3)OCCO4)C2)c(OC)c1 (stereo not drawn) | 100.0 | -0.3
Cc1cccc(N2CCN(C(=O)CS(=O)(=O)Cc3nc(-c4ccccc4C)oc3C)CC2C)c1 (stereo not drawn) | 105.0 | 0
COc1ccc(O)c(CN(C)CCN(C)C)c1 | 101.0 | 0.1
Cc1ccc(C)c(Nc2nn3c(=O)c4ccc(C(=O)NCc5cccs5)cc4nc3s2)c1 | 101.0 | -1.2
C=CCN1CN=C(NS(=O)(=O)c2ccc(NC(C)=O)cc2)NC1 | 102.0 | 0
CCOC(=O)N1CCN(C(=O)c2ccc(N3CCCCC3)c(NC(=O)Nc3ccc(Cl)c(Cl)c3)c2)CC1 | 101.0 | 0.4
O=C1CN(C(=O)c2ccc(Cl)c(S(=O)(=O)N3CCCCCC3)c2)c2ccccc2N1 | 104.0 | 0
C=CCNC(=O)c1c(C)cc(C)cc1C | 99.0 | -0.9
O=C(NNC1=NCCCCC1)c1ccc(Br)cc1 | 98.0 | -1
CC/C(=N/NC(=O)c1ccccc1C)c1ccc(O)cc1 | 101.0 | 0.2
COC(=O)C(C)N(C#N)c1nc(C)nc(C)n1 (stereo not drawn) | 100.0 | 0
O=c1[nH]nc2n1CCCCC2 | 100.0 | -0.5
OC(c1ccccc1)c1nnc(-c2ccccc2)o1 (stereo not drawn) | 103.0 | 0.3
CC1=C(c2ccc(C)cc2)S(=O)(=O)NC1=NCc1cccc(F)c1 | 100.0 | -1.5
CCOCCCn1c(SCC(=O)Nc2ccc(F)cc2)nc2c(sc3ccccc32)c1=O | 106.0 | -0.3
CC(=O)N1CCC(N(C(=O)Nc2ccccc2)C2CCCC2)CC1 | 102.0 | 0.1
COc1ccc(/C=C/C(=O)Nc2nc3n(n2)C(c2ccccc2)C=C(c2ccccc2)N3)cc1 (stereo not drawn) | 112.0 | 0.1
COc1cc(CNc2nn[nH]n2)cc(Br)c1OCc1ccc(Cl)cc1 | 109.0 | 3.1
Cc1ccc(CN2CCCn3nc(C(=O)NCCc4ccccc4Cl)cc3C2=O)cc1 | 107.0 | 0.3
C=CCN(CC=C)C(=O)CSc1nc(N)cc(N)n1 | 106.0 | 0.2
O=C1/C(=C/c2cccs2)CCCc2ccccc21 | 104.0 | 0.7
COc1cc(C(=O)N(Cc2ccco2)Cc2ccccc2F)cc(OC)c1OC | 101.0 | -0.4
COC(=O)C1=C(N)Oc2cc(C)oc(=O)c2C12C(=O)Nc1ccccc12 (stereo not drawn) | 102.0 | -0.1
COc1cccc(NC(=O)CSC2=Nc3ccccc3C3=NC(CC(=O)NC4CCCCC4)C(=O)N23)c1 (stereo not drawn) | 107.0 | 0
CCOc1ccccc1N(C)C(=O)Cn1nc(Cc2ccncc2)c2ccccc2c1=O | 104.0 | -0.1
CC1=C(C(=O)Nc2ccccc2)C(c2ccccc2)n2c(s/c(=C\c3cccs3)c2=O)=N1 (stereo not drawn) | 100.0 | -0.4
Cc1ccc(C)n1-c1sccc1C(=O)N1CCN(S(=O)(=O)c2cccc(F)c2)CC1 | 102.0 | 0
Cc1ccc(NS(=O)(=O)c2ccc(-n3cccn3)cc2)c(Br)c1 | 109.0 | 0.3
CCn1cc(C(=O)OCC(=O)N2CCCC(C)C2)c(=O)c2ccc(C)nc21 (stereo not drawn) | 101.0 | 0.1
CCC1=C(c2ccc(C)cc2)S(=O)(=O)N=C1N1CCC(C(=O)N(C)Cc2ccco2)CC1 | 100.0 | -0.2
Cc1cccc(C(=O)Nc2cc(-c3ccccc3)no2)c1 | 100.0 | -0.2
COc1ccc2c(c1)CCCN2C(N)=O | 102.0 | 0
Cn1ncc(C(=O)O)c1C(F)(F)F | 97.0 | -0.9
CCN(Cc1ccc(/C=C2\C(=O)Nc3ccccc32)o1)S(C)(=O)=O | 107.0 | 1.5
CCCc1cc(C(=O)Nc2c(C)nn(Cc3ccc(Cl)c(Cl)c3)c2C)no1 | 107.0 | 0.5
COC(=O)C(NC(=O)c1ccc(S(=O)(=O)N2CCOCC2)cc1)C(C)C (stereo not drawn) | 101.0 | 0
Cc1ccc(C)c(N2CCN(S(=O)(=O)c3ccc4nc(-c5ccccc5)[nH]c4c3)CC2)c1 | 101.0 | 0
CN(Cc1ccccc1)C(=O)CN(c1cccc(F)c1)S(C)(=O)=O | 101.0 | 0
Cc1cc2c(c(=O)[nH]1)C(c1ccc(C(C)C)cc1)C(C#N)=C(N)O2 (stereo not drawn) | 102.0 | 0.1
COc1ccc2nc(C)cc(NCC3CCCO3)c2c1 (stereo not drawn) | 94.0 | -0.8
CC(=O)N1CCc2cc(S(=O)(=O)NC(CC(C)C)C(=O)Nc3ccc(C(C)C)cc3)ccc21 (stereo not drawn) | 103.0 | 0
COc1cccc(N2CCN(S(=O)(=O)c3cn(C)c(C)n3)CC2)c1 | 109.0 | 0.7
O=C(NC1CCCCC1)c1ccc(COCC(F)(F)F)o1 | 99.0 | -0.9
CC(C)c1cccc(C(C)C)c1OCCOCCN1CCNCC1 | 103.0 | 0.5
Cc1cccc(OCC(=O)Nc2ccc(S(N)(=O)=O)cc2)c1C | 99.0 | -0.5
Cc1cc(C)cc(NC(=O)c2oc3c(c2C)-c2[nH]ncc2CC3)c1 | 101.0 | -0.7
COc1ccc(C2C(=O)N(C3CCCCCC3)CC(=O)N2CCc2ccc(Cl)cc2)cc1OC (stereo not drawn) | 108.0 | -0.1
Cc1cc(C)cc(NC(=O)CSc2c(C(C)C)cnc3c2c(=O)n(C)c(=O)n3C)c1 | 104.0 | -1
CCOC(=O)CN1C(=O)S/C(=C/c2cn(CC(N)=O)c3ccccc23)C1=O | 102.0 | 0.1
COCCNC(=O)Nc1ccc(F)cc1 | 102.0 | 0.9
Cc1cc(C)nc(Nc2ccc(C(=O)OCC(C)C)cc2)n1 | 98.0 | -0.7
CN(C)Cc1c(C#N)c2ccccc2n1C | 102.0 | -0.1

13 of these compounds in a different format:
| canonical_smiles | PV pol inh | PV pol inh FP z-score |
| --- | --- | --- |
| Cc1cc2c(c(=O)[nH]1)C(c1ccc(C(C)C)cc1)C(C#N)=C(N)O2 (stereo not drawn) | 102.0 | 0.1 |
| COc1ccc2nc(C)cc(NCC3CCCO3)c2c1 (stereo not drawn) | 94.0 | -0.8 |
| CC(=O)N1CCc2cc(S(=O)(=O)NC(CC(C)C)C(=O)Nc3ccc(C(C)C)cc3)ccc21 (stereo not drawn) | 103.0 | 0 |
| COc1cccc(N2CCN(S(=O)(=O)c3cn(C)c(C)n3)CC2)c1 | 109.0 | 0.7 |
| O=C(NC1CCCCC1)c1ccc(COCC(F)(F)F)o1 | 99.0 | -0.9 |
| CC(C)c1cccc(C(C)C)c1OCCOCCN1CCNCC1 | 103.0 | 0.5 |
| Cc1cccc(OCC(=O)Nc2ccc(S(N)(=O)=O)cc2)c1C | 99.0 | -0.5 |
| Cc1cc(C)cc(NC(=O)c2oc3c(c2C)-c2[nH]ncc2CC3)c1 | 101.0 | -0.7 |
| COc1ccc(C2C(=O)N(C3CCCCCC3)CC(=O)N2CCc2ccc(Cl)cc2)cc1OC (stereo not drawn) | 108.0 | -0.1 |
| Cc1cc(C)cc(NC(=O)CSc2c(C(C)C)cnc3c2c(=O)n(C)c(=O)n3C)c1 | 104.0 | -1 |
| CCOC(=O)CN1C(=O)S/C(=C/c2cn(CC(N)=O)c3ccccc23)C1=O | 102.0 | 0.1 |
| COCCNC(=O)Nc1ccc(F)cc1 | 102.0 | 0.9 |
| Cc1cc(C)nc(Nc2ccc(C(=O)OCC(C)C)cc2)n1 | 98.0 | -0.7 |

Additional results:
SMILES | PV pol inh | PV pol inh FP z-score
O=C(CN1CCC2(CC1)N=C(c1ccccc1)C(=O)N2)Nc1ccc(F)cc1F | 101.0 | 0.3
COc1ccc(CC(=O)Oc2ccc(C#N)cc2)cc1 | 101.0 | -0.4
CN(C)S(=O)(=O)c1ccc(C(=O)NCCc2ccccc2)cc1 | 99.0 | -1.1
CN1CCC(N(C)CC(O)COCc2cccs2)CC1 (stereo not drawn) | 98.0 | -0.4
Cc1ccccc1-c1nnn(CC(=O)Nc2sc3c(c2C#N)CCC(C(C)(C)C)C3)n1 (stereo not drawn) | 106.0 | 0.4
O=C(O)C1CC(=O)N(CCC23CC4CC(CC(C4)C2)C3)C(=Nc2ccc(Cl)cc2)S1 (stereo not drawn) | 102.0 | -0.4
O=C1CC(c2ccc(Cl)cc2)CC(O)=C1C=NCCN1CCNCC1 (stereo not drawn) | 101.0 | 0.1
CC(C)(S)P(=O)(O)c1ccccc1 | 103.0 | 1.4
CCc1nn(Cc2cccc(C)c2)c(=O)c2cc3cc(C)ccc3n12 | 103.0 | 0.3
Cc1nnc(NC(=O)c2cccn(Cc3cccc(Cl)c3)c2=O)s1 | 108.0 | 0.2
CCNC(=O)CSc1nnc(-c2cc(OC)c(OC)c(OC)c2)o1 | 105.0 | 0.3
O=C(CSc1nc(-c2ccccc2)c(-c2ccccc2)o1)NC1CCS(=O)(=O)C1 (stereo not drawn) | 105.0 | 0.3
CC(C)(C)OC1CC(C(=O)O)N(C(=O)OCc2ccccc2)C1 (stereo not drawn) | 105.0 | 1
COc1cccc(NS(=O)(=O)c2ccc3c(c2)N(C)C(=O)CC(=O)N3C)c1 | 107.0 | -0.1
O=C(Cn1nc(-c2ccccc2)ccc1=O)Nc1nccs1 | 101.0 | -0.6
Cc1nn(CCC(=O)NCc2cccc(Br)c2)c(=O)c2nn(-c3ccccc3)c(C)c12 | 103.0 | -1.1
COc1cccc(/C=C2/Sc3ccc(C(=O)NCC(OC)OC)cc3NC2=O)c1 | 98.0 | -2.2
Cc1ccc(C(=O)Nc2nnc(S(=O)(=O)N3CCOCC3)s2)cc1 | 111.0 | 0.6
CCc1ccc(S(=O)(=O)Nc2ccc(-c3ccc(N4CCCCCC4)nn3)cc2)cc1 | 105.0 | -0.3
COc1ccc(-c2nc(C#N)c(N(C)C)o2)cc1 | 101.0 | 0
CCc1c(C)[nH]c2c1C(=O)C(CN1CCOCC1)CC2 (stereo not drawn) | 100.0 | 0.4
CCOc1ccccc1OC(=O)c1ccc2ncsc2c1 | 98.0 | -0.5
CCCN(CCC)S(=O)(=O)c1ccc(C(=O)Nc2nnc(-c3cccc(OC)c3)o2)cc1 | 104.0 | 1.6
C=CC(=O)N1CN(C(=O)C=C)CN(C(=O)C=C)C1 | 102.0 | 0.2
CCOC(=O)C(C)(C)Sc1nc2c(c(=O)n1-c1ccc(F)cc1)SCC2 | 101.0 | 0.1
Cc1ccc(-n2nc3c(N4CCC(C(=O)NC(C)c5ccccc5)CC4)nnc(C)c3c2C)cc1 (stereo not drawn) | 114.0 | 1.4
Cc1cccc(NC2=NC(C)CS2)c1 (stereo not drawn) | 102.0 | 0.1
CCC(=O)N1C(CC(=O)Nc2ccc(F)cc2)C(=O)NC2CCCCC21 (stereo not drawn) | 102.0 | 0.1
N#Cc1ccc(COC(=O)Cn2c(-c3ccccc3)cc3ccccc32)cc1 | 101.0 | -0.1
CCCC(c1nnnn1Cc1ccc(OC)cc1)N1CCC(C(N)=O)CC1 (stereo not drawn) | 104.0 | 0.6
CCOc1ccc(CNCc2c(C(=O)O)c(C)n(Cc3ccc(C)cc3)c2C)cc1 | 109.0 | 0
CCN(CCCNc1nnc2c3ccccc3n(CC)c2n1)c1cccc(C)c1 | 101.0 | -0.5
COc1ccc(Nc2nc(N3CCN(C)CC3)nc3ccccc23)c(OC)c1 | 103.0 | 0.4
O=C(N/N=C/c1ccco1)C1c2ccccc2Oc2ccccc21 | 102.0 | 0
CCN1C(=S)NC2c3cc(Br)ccc3OC1(C)C2C(=O)Nc1ccc(Cl)cc1 (stereo not drawn) | 103.0 | 0.4
Cc1ccc(NC(=O)C2CCCN2S(=O)(=O)c2ccc3nc(-c4ccccc4)[nH]c3c2)cc1 (stereo not drawn) | 101.0 | -0.4
CN1CCN2c3ccccc3Cc3ccccc3C2C1 (stereo not drawn) | 98.0 | -0.5
CC1=C(c2ccc(C)c(C)c2)S(=O)(=O)N=C1N1CCC(C(=O)NC(C)Cc2ccco2)CC1 (stereo not drawn) | 112.0 | 0.6
Cc1ccc(CN(C)Cc2cc(=O)oc3cc4c(cc23)CCC4)o1 | 100.0 | -0.4
Cc1nc2ccc(NS(=O)(=O)c3ccccc3C(F)(F)F)cc2o1 | 99.0 | -0.8
Brc1ccc(-c2nnc3sc(CN4CCC5(CC4)OCCO5)cn23)cc1 | 103.0 | 0.5
CCn1c(NCc2ccccc2)nc2ccccc21 | 100.0 | -0.1
CCOc1cc(NC(=O)C2CC2)c(OCC)cc1NC(=O)CCn1nnc2ccccc21 | 103.0 | 0.4
O/N=C1/C2C3CC4C2/C(=N/O)C2C1C3C42 (stereo not drawn) | 102.0 | -0.1
COC(=O)CNC(=O)c1cn(-c2ccccc2)nc1-c1ccc(C)cc1 | 102.0 | -0.2
O=C(O)CC(NC(=O)Cc1ccccc1)C(F)(F)F (stereo not drawn) | 102.0 | -0.2
O=S(=O)(c1ccc(Br)cc1)c1nc(-c2cccs2)oc1SCc1ccccc1F | 108.0 | 0.9
COc1cccc2c1Oc1ncccc1N(C(=O)Nc1cccc(Cl)c1)C2 | 112.0 | 0.9
C/C=C/C(=O)Nc1ccccc1OC | 101.0 | 0.2
COC(=O)CN1C(C(=O)c2ccccc2)=C(OC(=O)c2ccc(F)cc2)c2ccccc2S1(=O)=O | 106.0 | -0.2
CCOc1ccccc1NC(=O)CN1C(=O)CC(c2ccc(C)c(C)c2)=Nc2ccccc21 | 95.0 | -2.6

Screening results from PubChem BioAssay.

This is a subset; the hit share may differ from the screen's.
